# CRFBP-R2 block: blocks CRF-induced signaling of the CRF-BP/CRF-R2 complex | HEK293 CRF-R2/CRF-BP, CRF-induced calcium fluorescence | inhibition, % at 11.8 µM | 350,000 compounds, 0.59% hits | AID 588475;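 active means inhibition of the ligand-induced calcium signal above about 50% at the single tested concentration, limit read from the data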
# CHRM5 PAM: CHRM5 positive allosteric modulation; activation, % at 3 µM; 360,000 compounds, 0.3% hits; P08912; CHO-K1 hM5, Fluo-8 calcium, ACh EC20 PAM; 0% = ACh EC20, 100% = ACh EC100;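 active means activation above the run cutoff, the mean activation of all test compounds plus 3 SD, cut at about 18% in these data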
# Target sequence (P08912 whole entry, looked up): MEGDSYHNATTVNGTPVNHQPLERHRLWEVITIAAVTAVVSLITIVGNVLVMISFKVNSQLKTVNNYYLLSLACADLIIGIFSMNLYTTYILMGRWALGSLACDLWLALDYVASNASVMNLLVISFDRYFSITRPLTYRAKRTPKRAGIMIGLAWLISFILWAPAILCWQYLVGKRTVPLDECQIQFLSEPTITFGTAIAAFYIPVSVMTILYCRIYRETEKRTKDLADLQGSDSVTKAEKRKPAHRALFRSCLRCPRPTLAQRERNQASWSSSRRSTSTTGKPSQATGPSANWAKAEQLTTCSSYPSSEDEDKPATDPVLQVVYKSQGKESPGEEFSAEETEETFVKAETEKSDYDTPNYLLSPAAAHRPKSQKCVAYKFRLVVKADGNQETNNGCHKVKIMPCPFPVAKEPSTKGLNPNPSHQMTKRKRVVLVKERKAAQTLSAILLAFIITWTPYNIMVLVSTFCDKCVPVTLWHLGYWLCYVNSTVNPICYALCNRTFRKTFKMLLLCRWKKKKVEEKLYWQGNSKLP
#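 System – CHO-K1 hM5 cells · Compound – 3 µM, single dose · Incubation – compound preincubation 140 s before EC20 acetylcholine addition · Technique – Fluo-8 calcium fluorescence · Measure – Max/basal fluorescence ratio as % of EC20–EC100 ACh window · Benchmarks – low control EC20 acetylcholine (0%), high control EC100 acetylcholine (100%) · Replication – singlicate, one well per test compound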
# M5 antag: CHRM5 antagonism in calcium assay; P08912; CHO-hM5 cells, Fluo-8 calcium fluorescence, ACh EC80; inhibition, % at 3 µM; 360,000 compounds, 0.59% hits; AID 624040;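 active means inhibition above a per-plate cutoff, the mean of that plate's test compounds plus 3 SD, cut at about 27% in these data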;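 further: 0% = acetylcholine EC80 with DMSO and 100% = DMSO without agonist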
# CHRM4 antagonist: antagonists of human muscarinic M4 receptor (CHRM4); 360,000 compounds, 0.73% hits; CHO-hM4 cells, ACh EC80, Fluo-8 calcium fluorescence; inhibition, % at 3 µM; AID 624125; P08173;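 active means inhibition above its plate's cutoff, the mean inhibition of sample wells plus 3 SD, cut at about 27% in these data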;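 further: 0% = acetylcholine EC80 with DMSO and 100% = DMSO without agonist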
# Target sequence (P08173 whole entry, looked up): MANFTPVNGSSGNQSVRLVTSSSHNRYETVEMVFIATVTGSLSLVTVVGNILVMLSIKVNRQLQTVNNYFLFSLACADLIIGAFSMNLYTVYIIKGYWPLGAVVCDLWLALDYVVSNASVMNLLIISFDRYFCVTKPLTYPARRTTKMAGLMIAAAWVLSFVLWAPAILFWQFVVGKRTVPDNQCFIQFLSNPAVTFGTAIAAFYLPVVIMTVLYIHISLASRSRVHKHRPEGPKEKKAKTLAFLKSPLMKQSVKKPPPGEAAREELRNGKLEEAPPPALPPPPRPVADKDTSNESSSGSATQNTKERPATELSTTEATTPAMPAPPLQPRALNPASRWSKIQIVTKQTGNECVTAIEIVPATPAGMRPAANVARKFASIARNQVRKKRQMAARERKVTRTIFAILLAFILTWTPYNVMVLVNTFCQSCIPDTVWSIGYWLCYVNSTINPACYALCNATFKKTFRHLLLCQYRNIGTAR
# CHRM5 agonist: CHRM5 agonism in calcium assay. P08912. CHO-K1 hM5 cells, Fluo-8 calcium fluorescence; 0% DMSO wells, 100% maximal acetylcholine response. activation, % at 3 µM. 360,000 compounds, 0.19% hits. AID 624037;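 active means activation above the run's mean over test compounds plus 3 SD, cut at about 23% in these data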;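 further: signal is peak over basal fluorescence ratio across the kinetic read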
# M4 PAM: positive allosteric modulators of human muscarinic M4 receptor | CHO-K1 hM4/Gqi5, Fluo-8 calcium fluorescence, ACh EC20; 0% = ACh EC20, 100% = maximal ACh | activation, % at 3 µM | 360,000 compounds, 0.4% hits | AID 624126;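 active means activation above its plate's cutoff, the mean activation of sample wells plus 3 SD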; further: some results filed as inactive read as strong as hits
# M4 ag: agonists of human muscarinic M4 receptor (CHRM4). P08173. CHO-K1 hM4/Gqi5, Fluo-8 calcium fluorescence; vehicle 0%, full acetylcholine response 100%. activation, % at 3 µM. 360,000 compounds, 0.14% hits. AID 624127;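 active means activation above the run mean over all test wells plus 3 SD, cut at about 32% in these data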;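 further: peak over basal fluorescence ratio per well then scaled between controls; 0% = DMSO wells and 100% = acetylcholine at EC100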
# CRFBP-R2 agonist: CRF-BP/CRF-R2 complex agonism; HEK293 CRF-R2/CRF-BP, calcium dye fluorescence (FLIPR); percent of saturating CRF peptide response; activation, % at 13.2 µM; 350,000 compounds, 0.46% hits;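 active means activation of at least 50%, plus an integration ratio under a set limit after plate pattern correction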;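 further: plate controls were neutral control wells without compound for no effect and CRF at EC100 for full effect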
# IDE inh: cellular human IDE inhibition | HEK cells, FAbetaB cleavage, fluorescence polarization | P14735 | inhibition, % at 5.59 µM | 320,000 compounds, 0.41% hits;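 active means percent inhibition above the average of all tested compounds plus 3 SD, set per screening campaign, cut at about 16% in these data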;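 further: IDE supplied by intact live HEK cells; FP after avidin binding of uncleaved biotin substrate so inhibition keeps polarization high; 0% = DMSO wells and 100% = 60 µM reference IDE inhibitor Ii1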
# Starred values were filed as active, the others as inactive; . = not tested or not shown.
# Sample of the layout (three entries):
SMILES,CRFBP-R2 block,CHRM5 PAM,M5 antag,CHRM4 antagonist,CHRM5 agonist,M4 PAM,M4 ag,CRFBP-R2 agonist,IDE inh
COc1ccc(-c2nc(C#N)c(N3CCN(c4ccccc4)CC3)o2)cc1,0.4,-3.0,3.1,-6.6,0.6,1.8,-0.3,0.2,2.6
CCOC(=O)c1c(C)c(C(=O)N2CCN(c3cccc(Cl)c3)CC2)c(C)n1C,20.8,-2.1,-4.5,-3.7,-3.9,-6.7,2.1,-3.4,4.5
Cc1ccccc1-c1nnn(CC(=O)c2ccc(S(=O)(=O)N3CCCC3)cc2)n1,-4.6,-8.5,2.5,2.6,-0.5,-5.3,8.9,2.5,0.6

# Results, previewed entries included:
SMILES,CRFBP-R2 block,CHRM5 PAM,M5 antag,CHRM4 antagonist,CHRM5 agonist,M4 PAM,M4 ag,CRFBP-R2 agonist,IDE inh
COc1ccc(-c2nc(C#N)c(N3CCN(c4ccccc4)CC3)o2)cc1,0.4,-3.0,3.1,-6.6,0.6,1.8,-0.3,0.2,2.6
CCOC(=O)c1c(C)c(C(=O)N2CCN(c3cccc(Cl)c3)CC2)c(C)n1C,20.8,-2.1,-4.5,-3.7,-3.9,-6.7,2.1,-3.4,4.5
Cc1ccccc1-c1nnn(CC(=O)c2ccc(S(=O)(=O)N3CCCC3)cc2)n1,-4.6,-8.5,2.5,2.6,-0.5,-5.3,8.9,2.5,0.6
COc1ccccc1CNC(=O)[C@@H]1CCCN1C(=O)C1CCN(S(=O)(=O)c2ccc(C)cc2)CC1,-46.9,-0.8,5.9,0.6,-1.1,-0.5,0.9,12.7,7.2
COc1ccc(OC)c(CNC(=O)CCn2c(=O)c3cccn3c3ccc(F)cc32)c1,-10.5,-4.2,13.5,-2.9,-0.9,4.5,0.8,0.2,-1.7
C=CCn1c(=O)c(C(=O)Nc2ccccc2S(N)(=O)=O)c(O)c2ccccc21,-20.4,1.9,7.7,-3.3,0.2,3.5,-0.1,-1.4,-5.2
COC(=O)c1ccccc1NC(=S)NC(=O)c1cccc2ccccc12,7.3,-5.7,-0.3,-3.3,-4.5,0.7,0.5,-0.7,-0.9
O=C(Nc1ccc(F)c(Cl)c1)c1cccnc1,18.1,-14.9,6.4,6.8,1.3,1.2,2.0,0.7,-0.2
O=C(CSc1nnnn1-c1cccnc1)Nc1ccccc1F,0.2,5.7,-5.0,6.7,-2.0,0.1,0.7,-1.3,0.1
COc1ccc(OC)c(NC(=O)CCC(=O)N(Cc2ccc(OC)c(OC)c2)c2nccs2)c1,21.6,-0.7,0.1,-0.7,1.5,6.5,0.9,-2.5,2.5
NC(=O)CC(NC(=O)Cc1ccc(Cl)cc1)c1ccc(N2CCC(Cc3ccccc3)CC2)c([N+](=O)[O-])c1 (stereo unspecified),5.0,8.5,-1.7,-9.1,6.5,15.4,0.0,-0.3,-7.0
CCCCc1nc(Cl)c(C#N)c2c1CCC2,-2.5,4.6,-5.9,-1.5,1.8,-1.5,-0.2,-0.3,-2.7
O=C(CNC(=O)N1CC(=O)Nc2ccccc21)NCc1ccccc1Cl,-14.3,4.3,8.6,1.5,-4.0,-1.8,1.0,0.5,4.0
c1ccc(COc2ncnc3c2ncn3CCCN2CCN(c3ncccn3)CC2)cc1,-2.7,1.0,1.0,-12.9,-3.1,-3.9,3.0,-0.5,.
CCOC(=O)C1=C(Cc2ccc(Cl)cc2)C(=O)c2ccccc2C1=O,-64.2,1.7,17.9,35.3*,11.7,-5.0,14.3,37.3,9.1
C=CCN(c1ccccc1)S(=O)(=O)c1cc2c(cc1C)N(C)CCO2,40.1,-8.6,7.4,-2.9,-2.7,1.8,-0.8,-7.5,-7.2
O=C(NCC1CC1)c1cccc2c(-c3ccc(F)c(F)c3)coc12,.,-2.4,4.5,-4.4,-0.2,-1.0,-1.3,.,.
O=P(Cc1cc[n+]([O-])cc1)(c1ccccc1)c1ccccc1,-6.8,2.6,-2.9,7.5,0.6,-2.2,-0.2,0.6,9.6
COCCNC(=O)c1c(NC(=O)c2nc(SC)ncc2Cl)sc2c1CCCC2,-25.4,-2.4,8.8,5.7,0.7,-7.8,0.6,2.8,0.7
CC1(c2ccc(OC(F)F)cc2)NC(=O)N(CC(=O)Nc2ccc3[nH]c(=O)[nH]c3c2)C1=O (stereo unspecified),-10.9,6.2,0.6,7.2,2.5,6.1,1.0,1.8,-5.5
O=C(NC1CCN(C(=O)Nc2ccccc2Cl)CC1)c1ccccc1,2.9,1.6,5.8,10.3,1.3,-0.7,0.4,-0.7,0.1
COc1ccc(S(=O)(=O)NC(C)C(=O)N2CCCC2)cc1Cl (stereo unspecified),-1.2,2.5,2.7,-2.4,-1.5,1.7,0.5,-1.0,.
N#CC1(NC(=O)CSc2nc3ncc(Cl)cc3[nH]2)CCCCC1,6.2,3.7,0.8,3.2,0.5,5.8,2.1,-0.6,9.5
Cc1nc(N)nc(C)c1Cc1ccccc1,-51.0,-2.0,-4.2,-10.5,-7.1,-0.4,-0.1,0.1,-3.4
O=C(NC1CCCc2ccccc21)c1cccc(S(=O)(=O)N2CCOCC2)c1 (stereo unspecified),10.9,-2.3,4.5,-8.1,-2.5,-2.2,1.1,-2.0,0.8

# More compounds
SMILES,CRFBP-R2 block,CHRM5 PAM,M5 antag,CHRM4 antagonist,CHRM5 agonist,M4 PAM,M4 ag,CRFBP-R2 agonist,IDE inh
CSCCC(NC(N)=O)C(=O)Nc1ccc(C)cc1 (stereo unspecified),7.0,-3.3,-1.2,1.5,-1.4,-4.0,0.5,-2.0,3.0
Cc1ccc(C2C=C(c3ccccc3)Nc3nc(N4C(=O)CCC4=O)nn32)cc1 (stereo unspecified),-0.6,0.9,19.6,0.5,-2.3,-3.3,3.5,80.6*,.
CN(C)/C=C(/C(=O)c1ccc(Cl)cc1)S(=O)(=O)c1ccccc1,-6.2,2.5,-4.4,4.4,-2.7,-4.8,-0.6,3.3,5.7
COc1ccc(-n2c(C)cc(C(=O)COc3ccc(-n4cnnn4)cc3)c2C)cc1,-30.5,2.3,-8.3,-2.0,-0.3,-4.8,3.2,1.3,0.1
CC(C)(C)C(=O)Nc1ccccc1-c1nc2ccccc2[nH]c1=O,1.1,6.2,0.1,1.7,1.7,-0.3,-0.2,-1.6,-1.4
Cc1ccc(CN(CCO)CCO)cc1,-4.7,2.5,8.3,1.9,-0.6,0.5,2.3,-1.2,-4.5
CCOc1ccc(S(=O)(=O)NCCC(=O)N2CCC(Cc3ccccc3)CC2)cc1,5.6,-7.8,4.0,0.5,-0.6,-3.4,7.3,1.2,1.1
NC(=O)C1CC(=O)N(c2ccc(OCC(=O)NCc3ccccc3)cc2)C1 (stereo unspecified),1.0,3.5,-1.5,-3.1,0.6,-0.1,0.9,1.6,-2.7
CCCCC(=O)Nc1cccn2ncnc12,5.5,2.0,-2.0,-6.1,0.3,18.1,1.4,0.4,-2.9
Cc1ccccc1Cn1ccc(NC(=O)CCSc2nc(-c3ccco3)cc(C(F)(F)F)n2)n1,-10.2,-3.5,-4.4,-2.5,-2.9,-3.6,-0.5,1.4,0.5
COc1ccc(NC(=O)CSc2nc(O)cc(=O)n2-c2ccccc2OC)cc1,0.4,4.5,-2.3,0.7,3.4,1.7,0.5,-0.9,2.0
COc1ccc2[nH]c(C(=O)N/N=C/c3ccccc3OC)cc2c1,-6.4,-8.1,7.4,-9.3,0.0,-8.9,6.2,0.9,-9.0
COc1ccc(OCC(=O)N2CCc3ccccc32)c([N+](=O)[O-])c1,10.1,2.4,0.8,-5.8,-0.3,3.7,4.1,-1.7,.
c1ccc(COc2cccc(CNCc3cccs3)c2)cc1,-52.9,-2.0,4.3,8.2,-5.5,-7.6,2.4,0.3,-2.9
O=C(N/C(=C/C=C/c1ccccc1)C(=O)N1CCCCC1)c1ccc([N+](=O)[O-])cc1,-20.6,8.5,-5.7,6.5,3.9,-3.1,0.9,-1.2,2.6
COc1ccc(C(CC(=O)O)NC(=O)c2ccccc2)cc1OC (stereo unspecified),21.6,2.9,13.4,6.6,0.9,22.2,0.0,-0.7,2.6
COC(=O)c1sc(NC(=O)CCCn2nc([N+](=O)[O-])cc2C)c(C(=O)OC)c1C,-16.9,1.6,1.2,-3.1,1.9,13.4,0.2,1.5,-4.5
CC(C)CCNc1nc2ccccc2nc1NS(=O)(=O)c1cccs1,12.8,6.0,-2.8,-2.0,0.5,12.4,3.3,-0.2,-6.5
CC(NC(=O)c1cccc(S(=O)(=O)N(C)c2ccccc2)c1)c1cccnc1 (stereo unspecified),-4.7,-14.3,11.1,-6.0,1.3,2.6,4.6,-2.5,3.0
COc1ccc(S(=O)(=O)c2cnc3ccc(OC)cc3c2N2CCC3(CC2)OCCO3)cc1,-13.5,-18.1,12.3,5.7,2.8,-16.4,11.2,-2.7,3.1
Cc1ccc2nc(-c3ccco3)c(Cc3cccc(F)c3)n2c1,.,1.0,-8.4,-20.7,-1.4,-2.5,0.5,.,.
COCCCNC(=O)c1ccccc1Sc1ccc(NC(C)=O)nc1,-8.2,-11.7,0.3,-7.5,-2.6,-1.5,2.1,10.6,-1.5
Clc1cccc(Cl)c1Cn1nnc(N2CCCC2)n1,6.7,0.2,-4.5,1.2,-12.8,-3.5,-0.1,0.6,-3.7
CC(OC(=O)c1ccco1)C(=O)Nc1ccc(C(F)(F)F)cc1 (stereo unspecified),5.0,-2.1,6.4,-9.4,-3.7,6.6,1.2,-0.8,-2.8
C/C(=N/NC(=O)c1ccc(Cn2cccn2)o1)c1cccc(NC(=O)c2ccncc2)c1,-7.1,-0.1,1.9,-4.7,-3.4,4.7,-0.3,0.4,.

# Remaining list, next part.
SMILES,CRFBP-R2 block,CHRM5 PAM,M5 antag,CHRM4 antagonist,CHRM5 agonist,M4 PAM,M4 ag,CRFBP-R2 agonist,IDE inh
COc1cccc(OCc2nnc(SCC(=O)OCc3ccccc3)o2)c1,11.5,-6.5,5.6,7.6,-2.8,4.4,1.4,-0.9,4.7
CC(=O)N/C(=C\c1ccc(F)cc1)C(=O)OCc1ccccc1,22.6,-0.2,2.5,0.9,-1.9,3.1,1.5,4.2,1.1
Cc1cccc(NC(=O)c2ccc(N3C(=O)C4C5C=CC(C6CC56)C4C3=O)cc2)c1 (stereo unspecified),-23.4,-5.2,-0.2,5.4,-0.7,-8.8,8.7,-1.2,-1.5
C#CCCc1cocc1/C=[N+](\[O-])c1ccc(C(=O)OCC)cc1,-1.0,2.3,0.5,3.4,2.6,13.2,2.4,1.1,-3.7
CCOc1ccc(NC(=S)NNc2ccnc3cc(Cl)ccc23)cc1,-4.5,-4.1,7.0,-12.8,-5.0,-2.1,1.6,0.2,3.0
CN1CCN(/N=C/c2ccc(OCc3ccccc3)cc2)CC1,-7.2,-27.5,4.0,-1.5,-18.2,5.4,8.4,1.8,10.3
CCCN(Cc1ccccc1)C(=S)Nc1cccc(C)c1C,-14.0,3.5,-0.9,-3.9,-2.5,-3.0,-0.1,0.7,6.8
CC(C)N(C(=O)CSc1nnc(CSc2ncccn2)n1C)C(C)C,-7.0,8.7,0.1,-4.2,3.7,7.7,0.8,1.2,-0.3
CC1CCN(S(=O)(=O)c2ccc(N=NC3=C(O)CC(C)(C)CC3=O)cc2)CC1,-19.8,-3.1,2.5,-10.8,-2.7,5.7,0.7,-0.9,-1.8

# Assay outcomes from PubChem BioAssay.

# Hits appear at their usual frequency; any-hit rate near 2.9%.
